From PubChem BioAssay
Hsp70 activator = Hsp70 transcriptional activators, primary screen, cell-based, HeLa, Hsp70 promoter luciferase, luminescence, 10 µM. HeLa Hsp70 promoter luciferase reporter; scaled: vehicle 0, proteasome-inhibitor control 100%. activation, % at 10 µM. 0.04% of 200,000 active. AID 1203, 2008;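 active = activation above the mean across all tested compounds plus 3 SD, cutoff set per campaign, cut at about 5.5% in these data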;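 also: 100% = MG132 at 30 µM as the positive control and 0% = DMSO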
RAM inhibit = inhibitors of the yeast RAM network, primary screen, dse1pr::URA3 reporter, 5-FOA selection; S. cerevisiae dse1pr::URA3 reporter, 5-FOA growth OD615, 2 d; analog-sensitive cbk1-as2 kinase mutant strain; inhibition, % at 50 µM; 1.8% of 190,000 active;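 active = inhibition above a set limit, 3 SD over mean compound inhibition, cut at about 8.4% in these data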;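 also: 0% = DMSO-only wells with no growth and 100% = 10 µM 1-NA-PP1 full growth; inhibition rescues growth on 5-FOA so higher OD means more RAM inhibition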
L major viab = Leishmania major promastigote growth inhibition, primary screen | inhibition, % at 10 µM | 9% of 200,000 active | Leishmania major promastigotes, resazurin fluorescence viability | AID 1063, 2008; in the data active = inhibition above about 50%;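 also: promastigotes grown with compound for 44 hours at 28 °C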
TNAP inh no acc = human TNAP enzyme inhibitors, primary screen, biochemical, luminescent, no phosphate acceptor, uHTS. Alkaline phosphatase, tissue-nonspecific isozyme (Homo sapiens), P05186. purified TNAP, CDP-star luminescence, 30 min. inhibition, % at 20 µM. 0.26% of 200,000 active;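 active = tissue-nonspecific alkaline phosphatase inhibition above about 50% at 20 µM in the single-dose screen, limit read from the data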;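 also: 0% = DMSO negative control and 100% = EDTA positive control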
Target sequence (P05186 whole entry, looked up): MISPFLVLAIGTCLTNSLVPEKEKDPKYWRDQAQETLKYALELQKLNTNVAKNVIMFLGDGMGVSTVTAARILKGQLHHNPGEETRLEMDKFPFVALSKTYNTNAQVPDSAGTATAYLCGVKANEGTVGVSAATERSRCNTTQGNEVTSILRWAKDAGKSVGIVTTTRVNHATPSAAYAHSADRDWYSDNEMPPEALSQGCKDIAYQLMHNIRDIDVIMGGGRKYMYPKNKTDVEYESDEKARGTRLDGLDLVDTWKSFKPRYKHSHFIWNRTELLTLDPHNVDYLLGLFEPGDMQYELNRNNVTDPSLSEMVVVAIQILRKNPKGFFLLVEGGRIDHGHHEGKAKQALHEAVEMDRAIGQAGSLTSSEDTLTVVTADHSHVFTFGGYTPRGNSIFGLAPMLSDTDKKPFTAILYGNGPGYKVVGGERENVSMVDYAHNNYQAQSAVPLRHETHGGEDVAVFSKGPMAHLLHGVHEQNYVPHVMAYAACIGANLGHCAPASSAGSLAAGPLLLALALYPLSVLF
TNAP inh hiacc = human TNAP enzyme inhibitors, primary screen, biochemical, luminescent, high phosphate acceptor level, uHTS. Alkaline phosphatase, tissue-nonspecific isozyme (Homo sapiens), P05186. purified TNAP, CDP-star luminescence, 1 M DEA. inhibition, % at 20 µM. 0.03% of 200,000 active;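 active = over 50% inhibition of tissue-nonspecific alkaline phosphatase at 20 µM in the single-dose screen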;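 also: plate controls were DMSO wells for no effect and EDTA-quenched wells as full inhibition for full effect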
DTT redox prof = compounds producing H2O2 with reducing agent – biochemical, NIH compound library profiling, artefact control for MLSCN library redox annotation, primary screen | 0.03% of 200,000 active | DTT-dependent redox cycling H2O2, phenol red/HRP absorbance; 100% = 100 µM peroxide control, 0% = buffer | activation, % at 10 µM;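 active = activation of at least 50% relative to the plate's high and low controls in the primary single-dose screen; inactive = activation below 50%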;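 also: compound incubated with DTT at 0.8 mM final as the reducing agent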
S1P3 antag = S1P3 receptor antagonists, primary screen, cell-based. CHO S1P3 NFAT-BLA reporter, FRET fluorescence, antagonist mode. inhibition, % at 4.98 µM. 0.27% of 170,000 active. AID 485, 2006;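 active = inhibition above the plate cutoff, the mean inhibition of test wells on that plate plus 3 SD, cut at about 28% in these data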;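 also: cells challenged with S1P at its EC80 of 0.8 µM; blue over green emission ratio from cleaved BLA substrate after 4 h stimulation; 0% = S1P-stimulated wells and 100% = unstimulated DMSO-only wells; some compounds past the cut are filed as inactive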
PMI activator = activators of human PMI, primary screen, biochemical, fluorescence intensity, near-Km mannose 6-phosphate; 0.005% of 190,000 active; Mannose-6-phosphate isomerase (Homo sapiens), P34949; activation factor at 20 µM; purified human PMI, coupled resazurin fluorescence, 20 min; active compounds read high; 1 = vehicle control, 0 substrate-free wells; AID 1214, 2008;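 active = activation factor of 2 or more at 20 µM, relative to plate controls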
Target sequence (P34949 whole entry, looked up): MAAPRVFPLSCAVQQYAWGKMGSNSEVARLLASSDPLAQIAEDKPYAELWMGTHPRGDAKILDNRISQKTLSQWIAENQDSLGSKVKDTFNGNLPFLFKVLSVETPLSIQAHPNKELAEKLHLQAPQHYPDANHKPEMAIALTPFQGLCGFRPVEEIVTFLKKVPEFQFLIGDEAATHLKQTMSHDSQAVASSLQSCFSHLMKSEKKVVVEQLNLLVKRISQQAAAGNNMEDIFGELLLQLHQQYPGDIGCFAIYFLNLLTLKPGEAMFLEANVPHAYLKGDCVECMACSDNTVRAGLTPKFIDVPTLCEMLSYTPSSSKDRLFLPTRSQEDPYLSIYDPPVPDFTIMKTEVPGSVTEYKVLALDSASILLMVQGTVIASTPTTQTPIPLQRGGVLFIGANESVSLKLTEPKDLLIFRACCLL
Efa HMGR inh = inhibitors of E. faecalis class II HMGR, primary screen, biochemical, Enterococcus faecalis; AID 1066, 2008; purified E. faecalis HMGR, NADPH absorbance 340 nm kinetic; 0.41% of 190,000 active; inhibition, % at 10 µM;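 active = inhibition above a set limit, the median over all tested compounds plus 3 SD, cut at about 9.5% in these data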;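 also: enzyme runs in reverse so mevalonate oxidation gives rising NADPH absorbance; 0% = complete reaction with DMSO and 100% = background rate lacking mevalonate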
PMI act satM6P = human PMI activators, high substrate, primary screen, biochemical, fluorescence intensity, near-saturating mannose 6-phosphate; Mannose-6-phosphate isomerase (Homo sapiens), P34949; coupled PMI enzyme assay, resazurin fluorescence, 20 min; active compounds read high; 1 = untreated enzyme, 0 = substrate-free blank; activation factor at 20 µM; 0.34% of 190,000 active;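 active = activation factor of 2 or more at 20 µM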
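Material: human phosphomannose isomerase with PGI, G6PDH, diaphorase coupling enzymes. Quantity: 15 ng/mL PMI. Medium: HEPES pH 7.4 buffer with MgCl2 and Tween-20. Reagent: Near-saturating mannose-6-phosphate, 1.0 mM. Compound: 20 µM single dose. Times: enzyme reaction with compound 20 min at room temperature. Detection: resorufin fluorescence at Ex 544/Em 590 nm.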
* = called active by the depositor.

Screening COc1ccc(NS(=O)(=O)c2cc(NC(=O)c3cnccn3)ccc2N2CCCC2)cc1 returned Hsp70 activator -0.3, RAM inhibit 1.4, L major viab 93*, TNAP inh no acc 1, TNAP inh hiacc 7, DTT redox prof -0.1, S1P3 antag -7, PMI activator 1, Efa HMGR inh -1 and PMI act satM6P 1.
Cc1nc(-c2coc3cc(C)c(N=O)c(O)c3/c2=N\N)cs1 was read as Hsp70 activator -0.1, RAM inhibit 0.9, L major viab -6, TNAP inh no acc -7, TNAP inh hiacc 5, DTT redox prof 3.4, S1P3 antag -5, PMI activator 1.1, Efa HMGR inh 9 and PMI act satM6P 1.
Screening CCCC1=C(C(=O)OCC)C(c2ccccc2OC)NC(=O)N1 (centres undefined) returned Hsp70 activator -0.3, RAM inhibit 1.1, L major viab 2, TNAP inh no acc -13, TNAP inh hiacc -8, DTT redox prof -1.8, S1P3 antag -36, PMI activator 1, Efa HMGR inh -2 and PMI act satM6P 1.
O=C(O)c1ccc(Oc2ccc(C(F)(F)F)cn2)cc1 was read as Hsp70 activator -0.2, RAM inhibit 1.9, L major viab 5, TNAP inh no acc -3, TNAP inh hiacc -7, DTT redox prof -1.4, S1P3 antag -19, PMI activator 1, Efa HMGR inh -3 and PMI act satM6P 1.
`N#C/C(C(=O)NCCc1ccccc1)=C1/N=C(NC(=O)c2cccs2)c2ccccc21` gave Hsp70 activator -0.2, RAM inhibit 5.0, L major viab -3, TNAP inh no acc 8, TNAP inh hiacc 13, DTT redox prof 0.5, S1P3 antag 2, PMI activator 1, Efa HMGR inh -4 and PMI act satM6P 1.
Screening COC(=O)c1cc(CNC(=O)c2ccc(O)c(Cl)c2)ccc1OC returned Hsp70 activator -0.4, RAM inhibit 0.4, L major viab 0, TNAP inh no acc -10, TNAP inh hiacc 0, DTT redox prof 0.5, S1P3 antag -15, PMI activator 1, Efa HMGR inh -2 and PMI act satM6P 1.
`O=C(CN1CCN(c2ccc(F)cc2)CC1)Nc1ccc(F)c(F)c1` gave Hsp70 activator -0.2, RAM inhibit 1.8, L major viab 2, TNAP inh no acc 4, TNAP inh hiacc 3, DTT redox prof -0.6, S1P3 antag -12, PMI activator 1, Efa HMGR inh 0 and PMI act satM6P 0.9.
O=C1c2ccccc2C(=O)C1c1ccncc1 was read as Hsp70 activator 0.0, RAM inhibit -1.2, L major viab -2, TNAP inh no acc -3, TNAP inh hiacc 2, DTT redox prof 1.8, S1P3 antag -42, PMI activator 1.2, Efa HMGR inh -1 and PMI act satM6P 1.4.
Screening Cc1ccccc1-n1c(C)cc(/C=N/Nc2ccc([N+](=O)[O-])cn2)c1C returned Hsp70 activator 0.1, RAM inhibit 3.4, L major viab -3, TNAP inh no acc 12, TNAP inh hiacc 18, DTT redox prof 0.8, PMI activator 0.9, Efa HMGR inh -3 and PMI act satM6P 1.
Screening CCOc1ccc(Nc2nc(Cc3nnc(SCC(=O)NC4CCCCC4)n3C)cs2)cc1 returned Hsp70 activator -0.3, RAM inhibit -0.4, L major viab -6, TNAP inh no acc -5, TNAP inh hiacc -2, DTT redox prof -0.3, PMI activator 0.9, Efa HMGR inh -2 and PMI act satM6P 0.9.
For C/C(N)=C(/C#N)C(=O)COC(=O)CCC1CCCC1 the results were Hsp70 activator 0.3, RAM inhibit 0.6, L major viab -3, TNAP inh no acc -11, TNAP inh hiacc -6, DTT redox prof -0.2, PMI activator 0.9, Efa HMGR inh 3 and PMI act satM6P 1.
`CCOC(=O)C/C(N)=N/N(C)c1ncc(C(F)(F)F)cc1Cl` gave Hsp70 activator -0.3, RAM inhibit -0.4, L major viab 5, TNAP inh no acc 2, TNAP inh hiacc -8, DTT redox prof -1.1, S1P3 antag -7, PMI activator 1.2, Efa HMGR inh -4 and PMI act satM6P 1.1.
COc1cc(/C=N/NC(=O)CCn2nnc3ccccc32)ccc1O was read as Hsp70 activator -0.2, RAM inhibit 1.0, L major viab -5, TNAP inh no acc -6, TNAP inh hiacc 2, DTT redox prof 0.0, S1P3 antag 1, PMI activator 0.9, Efa HMGR inh 1 and PMI act satM6P 1.
CC(NC(=O)Nc1ccc(F)cc1F)c1ccncc1 (centres undefined) was read as Hsp70 activator 0.7, RAM inhibit 0.3, L major viab -6, TNAP inh no acc -6, TNAP inh hiacc 1, DTT redox prof -0.2, S1P3 antag 4, PMI activator 0.8, Efa HMGR inh -6 and PMI act satM6P 0.9.
For Cc1ccc(C(=O)Nc2ccccc2N2CCN(C(=O)C(C)C)CC2)cc1C the results were Hsp70 activator -0.3, RAM inhibit 5.0, L major viab 2, TNAP inh no acc -9, TNAP inh hiacc -2, DTT redox prof -2.5, S1P3 antag -9, PMI activator 0.9, Efa HMGR inh 3 and PMI act satM6P 0.9.
O=C(O)C1CCCN1S(=O)(=O)c1cccs1 (centres undefined) was read as Hsp70 activator -0.4, RAM inhibit 0.1, L major viab -18, TNAP inh no acc -21, TNAP inh hiacc -2, DTT redox prof 0.3, PMI activator 1, Efa HMGR inh 2 and PMI act satM6P 1.
Screening O=C(CS(=O)(=O)c1cn(Cc2cccc(F)c2)c2ccccc12)N1CCOCC1 returned Hsp70 activator -0.1, RAM inhibit 9.3*, L major viab 2, TNAP inh no acc -6, TNAP inh hiacc -5, DTT redox prof -0.7, PMI activator 0.9, Efa HMGR inh 5 and PMI act satM6P 1.
For CC1(C)CC(=O)/C(=C(\O)CCCN2C(=O)c3ccccc3C2=O)C(=NCC(=O)O)C1 the results were Hsp70 activator -0.1, RAM inhibit 1.2, L major viab -8, TNAP inh no acc 7, TNAP inh hiacc -3, DTT redox prof 4.5, S1P3 antag -12, PMI activator 1.2, Efa HMGR inh 0 and PMI act satM6P 1.1.
CSc1nc2nc3c(cc2c(=O)[nH]1)C(O)Oc1ccc(C)cc1-3 (centres undefined) was read as Hsp70 activator -0.3, RAM inhibit 1.6, L major viab -2, TNAP inh no acc 3, TNAP inh hiacc 1, DTT redox prof -2.0, S1P3 antag -3, PMI activator 1.1, Efa HMGR inh 3 and PMI act satM6P 1.
`CN1CCN(C(CC(=O)Nc2cccc(O)c2)C(=O)O)CC1` (centres undefined) gave Hsp70 activator 0.1, RAM inhibit 0.4, L major viab -3, TNAP inh no acc -15, TNAP inh hiacc -5, DTT redox prof -1.0, S1P3 antag -30, PMI activator 1, Efa HMGR inh -1 and PMI act satM6P 1.

The list goes on, overlapping the part above by 2 compounds.
CSc1nc2nc3c(cc2c(=O)[nH]1)C(O)Oc1ccc(C)cc1-3 (centres undefined) was read as Hsp70 activator -0.3, RAM inhibit 1.6, L major viab -2, TNAP inh no acc 3, TNAP inh hiacc 1, DTT redox prof -2.0, S1P3 antag -3, PMI activator 1.1, Efa HMGR inh 3 and PMI act satM6P 1.
`CN1CCN(C(CC(=O)Nc2cccc(O)c2)C(=O)O)CC1` (centres undefined) gave Hsp70 activator 0.1, RAM inhibit 0.4, L major viab -3, TNAP inh no acc -15, TNAP inh hiacc -5, DTT redox prof -1.0, S1P3 antag -30, PMI activator 1, Efa HMGR inh -1 and PMI act satM6P 1.
CC(C)C(NC(=O)OCc1ccccc1)C(=O)N1CCOCCOCCOCC1 (centres undefined) was read as Hsp70 activator -0.2, RAM inhibit -0.6, L major viab 5, TNAP inh no acc -8, TNAP inh hiacc -1, DTT redox prof -1.4, S1P3 antag -5, PMI activator 1, Efa HMGR inh -2 and PMI act satM6P 1.
`COc1ccc(OC)c(-n2c(-c3cccc(O)c3)n[nH]c2=S)c1` gave Hsp70 activator -0.2, RAM inhibit 2.0, L major viab -4, TNAP inh no acc 5, TNAP inh hiacc -4, DTT redox prof 2.6, S1P3 antag 4, PMI activator 0.9, Efa HMGR inh -6 and PMI act satM6P 1.
`CN(C)c1ccc(/C=N/n2c(-c3cccnc3)n[nH]c2=S)cc1` gave Hsp70 activator -0.2, RAM inhibit 1.1, L major viab 7, TNAP inh no acc -10, TNAP inh hiacc -6, DTT redox prof 0.0, S1P3 antag -7, PMI activator 0.9, Efa HMGR inh -11 and PMI act satM6P 0.9.
Clc1ccc(Cc2nn3c(-c4ccncc4)nnc3s2)cc1 was read as Hsp70 activator -0.2, L major viab -8, DTT redox prof 3.4 and S1P3 antag -9.
Screening CN(c1ccccc1C(=O)O)S(C)(=O)=O returned Hsp70 activator -0.6, RAM inhibit 0.8, L major viab -2, TNAP inh no acc -17, TNAP inh hiacc -6, DTT redox prof 1.4, S1P3 antag -8, PMI activator 1, Efa HMGR inh 2 and PMI act satM6P 1.
For Cc1ccc(S(=O)(=O)N2CC=C(C(=O)NCc3ccccc3)CC2)cc1 the results were Hsp70 activator -0.3, RAM inhibit 3.7, L major viab -8, TNAP inh no acc -6, TNAP inh hiacc -3, DTT redox prof 0.7, S1P3 antag -3, PMI activator 1, Efa HMGR inh -2 and PMI act satM6P 1.1.
For CCCN(CCC)C(=O)Cn1c(=O)n(CCCCC(=O)NCc2ccco2)c(=O)c2ccccc21 the results were Hsp70 activator -0.2, RAM inhibit 0.6, L major viab -3, TNAP inh no acc -2, TNAP inh hiacc -6, DTT redox prof 0.0, PMI activator 1.2, Efa HMGR inh 1 and PMI act satM6P 1.2.
`Cc1ccc2c(ccc[n+]2CC(=O)c2ccccc2)c1` gave Hsp70 activator -0.3, RAM inhibit -0.5, L major viab 3, TNAP inh no acc -14, TNAP inh hiacc 0, DTT redox prof 0.5, S1P3 antag -10, PMI activator 1.2, Efa HMGR inh -1 and PMI act satM6P 1.2.
Cc1cc(Sc2nccn2C)ncc1[N+](=O)[O-] was read as Hsp70 activator -0.3, RAM inhibit 0.9, L major viab -9, TNAP inh no acc -4, TNAP inh hiacc -1, DTT redox prof -0.1, S1P3 antag 7, PMI activator 1, Efa HMGR inh 0 and PMI act satM6P 1.1.
For COCCCn1c(Cc2csc(Nc3cccc(Cl)c3)n2)nnc1SCC(=O)OC1CCCCC1 the results were Hsp70 activator -0.1, RAM inhibit 3.8, L major viab 2, TNAP inh no acc -6, TNAP inh hiacc -6, DTT redox prof 0.9, PMI activator 0.8, Efa HMGR inh -3 and PMI act satM6P 0.9.
For COc1cc(C(=S)N2CCOCC2)ccc1OC(=O)c1cc([N+](=O)[O-])c(C)c([N+](=O)[O-])c1 the results were Hsp70 activator 0.1, RAM inhibit 2.0, L major viab -7, TNAP inh no acc -12, TNAP inh hiacc -2, DTT redox prof -0.6, S1P3 antag -1, PMI activator 0.9, Efa HMGR inh -5 and PMI act satM6P 0.9.
